Screens (PubChem BioAssay)
GLS inh: glutaminase GLS (human) inhibition; 0.21% of 410,000 active; O94925; Potency, µM (doses to about 45.5 µM), without a hit: at the highest dose activity change, negative = inhibition, most hits filed as inhibitors; AID 624170; GLS enzymatic activity, qHTS titration; note: potency is the fitted concentration of half-maximal effect; % is set by controls: 0 for no effect and ±100 for the full control effect
Target sequence (O94925 whole entry, looked up): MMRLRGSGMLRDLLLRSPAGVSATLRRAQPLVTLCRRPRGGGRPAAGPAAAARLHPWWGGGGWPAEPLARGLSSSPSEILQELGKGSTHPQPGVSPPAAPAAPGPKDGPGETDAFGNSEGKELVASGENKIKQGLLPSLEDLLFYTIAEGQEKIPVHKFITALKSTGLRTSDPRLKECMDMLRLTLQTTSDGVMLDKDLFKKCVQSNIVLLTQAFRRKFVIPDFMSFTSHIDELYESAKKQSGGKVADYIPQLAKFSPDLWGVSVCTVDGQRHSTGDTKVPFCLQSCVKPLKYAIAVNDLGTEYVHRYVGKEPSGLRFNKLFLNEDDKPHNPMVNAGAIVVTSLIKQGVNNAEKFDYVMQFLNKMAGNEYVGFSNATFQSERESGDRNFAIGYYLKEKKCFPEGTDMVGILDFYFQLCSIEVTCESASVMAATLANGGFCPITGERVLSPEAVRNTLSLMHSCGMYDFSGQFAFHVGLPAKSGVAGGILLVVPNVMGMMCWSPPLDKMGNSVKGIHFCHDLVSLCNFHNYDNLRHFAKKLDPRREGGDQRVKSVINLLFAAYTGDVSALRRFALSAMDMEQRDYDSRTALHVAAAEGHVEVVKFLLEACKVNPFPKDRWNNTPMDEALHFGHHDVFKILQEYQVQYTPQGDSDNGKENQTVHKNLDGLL
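Read-out is an Amplex red fluorescence increase coupled through glutamate oxidase and HRP, measured before and after 30 min room-temperature incubation. hKGA is in 45 mM KH2PO4 (pH 8.2) with 0.02% Tween-20; glutamine added as 1mM solution.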
Pin1 inhibitor: blocks the human prolyl isomerase Pin1 | Q13526 | Pin1 FP peptide displacement, HiFluor488, 10 min | Potency, µM (top dose mostly 115 µM), inactives show at the top dose activity, negative = inhibition, most hits filed as inhibitors | 0.009% of 390,000 active; active = well fitted inhibition curve with a large enough effect in the polarisation, with a control signal flat, not every such curve was filed as active; inconclusive = small, poorly fitted or top-dose-only effect, or effect the other way, or a change in a side signal; inactive = no such curve, though single readings can be large or run the other way; the % refers to the polarisation; note: potency is the fitted concentration of half-maximal effect; % is set by controls: 0 for no effect and ±100 for the full control effect
Target sequence (Q13526 whole entry, looked up): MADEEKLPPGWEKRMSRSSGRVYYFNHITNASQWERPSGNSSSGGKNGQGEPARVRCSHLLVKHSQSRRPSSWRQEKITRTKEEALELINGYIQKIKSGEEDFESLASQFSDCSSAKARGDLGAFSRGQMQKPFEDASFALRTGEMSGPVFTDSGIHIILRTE
JMJD2A Tudor: inhibitors of human JMJD2A Tudor domain | AlphaScreen JMJD2A-Tudor / H3K4me3 peptide binding | 4.4% of 390,000 active | Potency, µM (doses to about 114 µM), for inactives: at the highest dose activity change, negative = inhibition, most hits filed as inhibitors | O75164 | AID 504339; note: potency is the fitted concentration of half-maximal effect; % is set by controls: 0 for no effect and ±100 for the full control effect; nearly all actives have a fitted effect of over 50% in size
ERG Ets-DNA blk: blocks human ERG Ets domain binding to DNA; P11308; fluorescence polarization, His-ERG Ets domain / labelled DNA; Potency, µM (series often up to 76.9 µM), without a hit: at the top dose FP activity, negative = inhibition, most hits filed as inhibitors; 0.028% of 370,000 active; AID 624246; active = well fitted inhibition curve with a large enough effect in the polarisation, with a control signal flat; inconclusive = small, poorly fitted or top-dose-only effect, or effect the other way, or a change in a side signal; inactive = no such curve, though single readings can be large or run the other way; the % refers to the polarisation;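 note: polarization taken with two DNA probes labelled with fluorescein and Texas red; potency is the fitted concentration of half-maximal effect; % of control where 0% means no effect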
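His-tagged ERG Ets domain (1 uM in the protein solution; 300mM KCl, 50mM Tris-HCl, 1mM EDTA, 1mM DTT, pH 7.5) received compound, then a probe mix of 5 nM fluorescein-DNA and 100nM Texas-615-DNA. Fluorescence polarization was read for both dyes.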
PI4K2A inh: inhibitors of human PI4K2A; Q9BTU6; purified PI4K2A, ADP-Glo luminescence, 1 h; active compounds read low; activity change, negative = inhibition, % at 76.9 µM; 0.13% of 420,000 active; in the data active = activity change below about -50%; inconclusive = mostly about -30% to -49%;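 note: -100% = wells without enzyme as full effect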
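Compounds are screened against recombinant PI4K2A using PI as substrate and ATP, the latter dispensed at 300 microM. Reactions run one hour at ambient temperature before ADP-Glo detection; full inhibition defined by wells lacking enzyme.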
HP1b binding inh: inhibitors of HP1-beta chromodomain binding to methylated histone tails. P83916. AlphaScreen HP1-beta / biotin-H3K9me3 peptide binding. Potency, µM (doses to about 114 µM), without a hit: top-dose activity change, negative = inhibition, usual class: inhibitors. 0.56% of 390,000 active. AID 540317; note: potency is the fitted concentration of half-maximal effect; nearly all actives have a fitted effect of over 70% in size; inactives centre near 23
Target sequence (P83916 whole entry, looked up): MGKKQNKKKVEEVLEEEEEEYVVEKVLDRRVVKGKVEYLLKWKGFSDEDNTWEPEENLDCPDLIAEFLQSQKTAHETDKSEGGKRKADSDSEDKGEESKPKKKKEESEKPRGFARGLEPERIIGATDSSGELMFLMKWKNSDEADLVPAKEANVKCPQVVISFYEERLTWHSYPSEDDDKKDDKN
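Compound inhibition of the preformed complex between 50 nM HP1-beta and 50 nM biotinylated H3K9me3 peptide was read by AlphaScreen. Buffer was PBS pH 7.4 with 0.01% Tween-20. Incubations ran 30 min at room temperature, with 10 ug/mL donor/acceptor beads.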
G9a inh: blocks human histone lysine methyltransferase G9a | Q96KQ7 | G9a H3K9 monomethylation, AlphaScreen, 2 h | Potency, µM (highest dose often 102 µM), for the others: at the top dose activity, negative = inhibition, hits mostly inhibitors | 8.8% of 350,000 active | AID 504332; note: potency is the fitted concentration of half-maximal effect; % is set by controls: 0 for no effect and ±100 for the full control effect; nearly all actives have a fitted effect of over 75% in size
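Quantitative HTS format: methyltransferase activity on a biotin-tagged H3K9 peptide is measured by AlphaScreen, using a rabbit anti-monomethyl-H3K9 antibody with streptavidin donor and anti-IgG acceptor beads. Final levels are 20 nM enzyme, 500 nM peptide, 20 uM SAM; 2 h RT.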
PGK inhibitor: inhibitors of T. brucei phosphoglycerate kinase; Potency, µM (doses to about 57.5 µM), without a hit: top-dose activity change, negative = inhibition, hits mostly inhibitors; PGK/GAPDH coupled, Kinase-Glo luminescence, 60 min; 0.043% of 380,000 active; AID 602233; P07378; note: potency is the fitted concentration of half-maximal effect; % is set by controls: 0 for no effect and ±100 for the full control effect; nearly all actives have a fitted effect of over 60% in size
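Luminescent ATP detection (Kinase-Glo Plus) follows a 60-minute room-temperature incubation, with wells lacking PGK as controls. Buffer: 100 mM TEA (pH 7.6), 5 mM MgCl2, 0.01% Tween-20. Coupling enzyme GAPDH (100 nM final) supplies unstable 1,3-BPG in-well.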
BAZ2B block: inhibitors of human BAZ2B bromodomain; AlphaScreen BAZ2B-H3K14Ac peptide displacement; Potency, µM (top dose mostly 114 µM), without a hit: top-dose activity change, negative = inhibition, most hits filed as inhibitors; Q9UIF8; 4.4% of 360,000 active; note: potency is the fitted concentration of half-maximal effect; % is set by controls: 0 for no effect and ±100 for the full control effect; nearly all actives have a fitted effect of over 60% in size
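AlphaScreen luminescence quantifies BAZ2B engagement of H3K14Ac peptide; the protein and biotinylated peptide are both at 50 nM final, buffer PBS pH 7.4 with 0.01% Tween-20, all steps at room temperature.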
Active calls of the source: *; i = inactive; ? = inconclusive; / = not tested or not shown; & = joins results of further samples; ! = not active in a repeat; [ ] = remark or other dose. Unless noted, calls come from the whole dose curve; as a rule, active = well fitted curve in the direction sought with a large enough effect; inconclusive = small, poorly fitted or top-dose-only effect, or another doubt; inactive = no such curve, though single readings can be large; an effect the other way counts as inactive or inconclusive. Hits appear at their usual frequency, and some 11% of all compounds hit somewhere here.

SMILES	GLS inh	Pin1 inhibitor	JMJD2A Tudor	ERG Ets-DNA blk	PI4K2A inh	HP1b binding inh	G9a inh	PGK inhibitor	BAZ2B block
Cc1cc(Nc2cccc(Cl)c2)nc2ccc(NC(=O)Cc3cccc(C(F)(F)F)c3)cc12	-12%	9%	-11%	8%	-2	-1%	-1%[59 µM]	-6%	3%
Cc1ccc(OCC(=O)Nc2nnc(SCc3cc(=O)n4cc(C)ccc4n3)s2)cc1	6%	4%	-7%	-5%	4	11%[57 µM]	0%[59 µM]	9%	12%
O=C(Nc1ccccc1C(=O)O)c1cccc(NC(=O)c2ccccc2Cl)c1	-1%	-4%	4%	-1%	1	37%	-11%[0.501 µM]	12%	-9%
COc1cccc(CCC(=O)N2CCC(n3nccc3NC(=O)CC(C)C)CC2)c1	-2%	-5%	-2%	-14%	4	44%[activator]	12%	-4%	1%
O=C(CCc1c[nH]c2ccccc12)NCc1cccc(Cl)c1	-1%	-5%	-19%	0%	-7	2%	9%	0%	-12%
O=C(Nc1ccccc1F)C(c1ccccc1)c1ccccc1	-5%	-2%	6%	8%	-1	26%	/	i	/
O=C(O)CC1CCC(=C(Cl)Cl)C1 (stereo unspecified)	-23%	-17%	-21%	/	4	12%	45µM*	-6%[11.5 µM]	?
Cc1ccc(NC(=S)N2CCC(N(C)CC3CCCO3)CC2)c(C)c1 (stereo unspecified)	10%	-4%	-12%	2%	1	7%	7%[59 µM]	-7%	-5%
COc1ccccc1C(=O)ON=C1c2ccccc2-c2ccccc21	1%	4%	19%	12%	0	82%[activator]	7%[59 µM]	-10%	2%
FCCCOc1ccc(-c2nccc(-c3ccc(F)cc3)n2)cc1	5%	-1%	66%[activator]	6%	6	151%[activator]	70%[activator][59 µM]	i	84%[activator]

Overlap with the part before: four compounds, then new ones.
SMILES	GLS inh	Pin1 inhibitor	JMJD2A Tudor	ERG Ets-DNA blk	PI4K2A inh	HP1b binding inh	G9a inh	PGK inhibitor	BAZ2B block
O=C(O)CC1CCC(=C(Cl)Cl)C1 (stereo unspecified)	-23%	-17%	-21%	/	4	12%	45µM*	-6%[11.5 µM]	?
Cc1ccc(NC(=S)N2CCC(N(C)CC3CCCO3)CC2)c(C)c1 (stereo unspecified)	10%	-4%	-12%	2%	1	7%	7%[59 µM]	-7%	-5%
COc1ccccc1C(=O)ON=C1c2ccccc2-c2ccccc21	1%	4%	19%	12%	0	82%[activator]	7%[59 µM]	-10%	2%
FCCCOc1ccc(-c2nccc(-c3ccc(F)cc3)n2)cc1	5%	-1%	66%[activator]	6%	6	151%[activator]	70%[activator][59 µM]	i	84%[activator]
CO/N=C/NC(=O)c1cn(-c2ccc(F)cc2)c(=O)c2ccccc12	-3%	-10%	-9%	-3%	-3	18%	?	0%	-32%
Cc1ccc(NC2=C(N3CCOCC3)C(=O)c3ccccc3C2=O)cc1	37%[activator]	-1%	14µM*	/	?	13µM*	?	-7%[11.5 µM]	14µM*
C=CCNC(=O)c1ccccc1NC(=O)c1cccc2ccccc12	1%	-15%	1%	4%	-1	63%[activator]	20%[12.7 µM]	-5%	14%
COCCNC(=O)c1csc2c1CCCC2	3%	-9%	-16%	/	-5	14%	-32%	i	3%
Cc1ccc(C)c(NC(=O)CS(=O)(=O)c2c[nH]c3ccccc23)c1	7%	-11%	-3%	0%	-8	24%	21%[2.33 µM]	-2%	3%
Cc1ccccc1CNC(=O)c1ccc2ccccc2n1	-8%	-13%	67%[activator]	10%	-4	112%[activator]	81%[activator]	-9%	34%
Fc1ccccc1-c1cc2ncccc2cn1	-3%	5%	?	-3%	-10	46%[activator]	-4%[0.501 µM]	-10%	56µM*
CSc1ncccc1C(=O)NC1CCCCCCC1	8%	-2%	2%	-2%	-2	22%	9%	0%	1%
COc1ccc(OC)c(NC(=O)N2CCC(N3CCN(Cc4ccc(F)cc4)C(=O)C3=O)CC2)c1	20%	-6%	-17%	-2%	-1	8%	17%[59 µM]	0%	-17%
Cc1cc(C(=O)NCC(c2ccco2)N(C)C)no1 (stereo unspecified)	5%	-7%	-11%	11%	-1	31%	?	1%	-5%
O=C(c1ccc2nc3ccc(Cl)cc3c(=O)n2c1)N1CCOCC1	-5%	-4%	8%	-3%	0	29%	17%	6%	-5%
C/C(=N\NC(=S)NCCc1ccccc1)c1ccc(Cl)cc1	5%	-2%	?	1%	1	-8%	15%[59 µM]	-4%	?
O=C(O)c1ccc(-n2c(-c3ccccc3)n[nH]c2=S)cc1	-9%	?	28µM*	-5%	-3	34%	?	/	-3%
COc1ccc(Cl)cc1NC(=O)COC(=O)CCNS(=O)(=O)c1cccs1	0%	5%	0%	10%	-4	29%	-8%[0.501 µM]	-1%	-1%
CCOC(=O)Sc1nc2ncncc2[nH]1	19%	3%	3.5µM*	10%	0	?	/	-8%	/
C/C(CC(=O)NC(C)C)=N\NC(=O)COc1cc(C)c(Br)cc1Br	-4%	-6%	-13%	-7%	2	42%[activator]	7%	-8%	-10%
Cc1cc(S(=O)(=O)NC(C)C)ccc1OCC(=O)Nc1ccc2c(c1)OCCO2	21%	-2%	-10%	11%	0	21%[57 µM]	/	i	-22%
Cc1cccc(NS(=O)(=O)c2ccc(C(=O)NCC(c3ccccc3)N(C)C)cc2)c1C (stereo unspecified)	-3%	-1%	-20%	-4%	-6	21%	3%	-3%	-25%
COc1ccc(N2CCN(CC(O)COc3c(OC)cccc3OC)CC2)cc1 (stereo unspecified)	67%&41%[activator]	4%&1%	56µM*!	-6%&-5%	6&0	6%&-6%	35µM*	2%&9%	79µM*
CN1C(=O)C2C(c3ccc(N(C)C)cc3)NN(Cc3ccccc3)C2C1=O (stereo unspecified)	33%[activator]	3%	?	0%	-1	?	?	-4%	40µM*
Cc1oc(-c2ccc(-c3ccccc3)cc2)nc1CN(CCO)C(C)C	2%	-1%	-36%	2%	17	21%	/	-1%	-37%
COCCNC(=S)NNC(=O)CSCc1ccc(Cl)cc1Cl	18%	2%	-24%	-14%	-4	19%	?	5%	-5%
Cc1occc1C(=O)NCc1nc(-c2ccc(Cl)cc2)no1	-3%	1%	-15%	5%	4	-13%	18%	-14%	-5%
O=C1c2ccccc2NC(c2ccc(-c3ccc(Br)cc3)o2)N1O (stereo unspecified)	20%	5%	-17%	6%	-1	36%	27%[59 µM]	2%	2%
Cc1cc2ccccc2c(=O)n1CC(=O)Nc1ccc2c(c1)OCCO2	3%	58%[activator]	-15%	53%[activator]	-3	62%[activator]	-10%	4%	-28%
CC1CCCC(NC(=O)CN(C)S(=O)(=O)c2cccc3cccnc23)C1C (stereo unspecified)	-8%	-4%	-12%	-4%	-4	62%[activator]	-50%	-7%	1%
Cc1ccc(OCCn2c(=S)[nH]c3c(N)ncnc32)cc1	?	4%	5µM*	2%	-3	?	3.5µM*	-2%	-26%
Cn1c(=O)[nH]c(=O)c2c1nc(N)n2Cc1ccccc1	7%	-9%	-12%	2%	-1	2%	23%	-4%	1%
COc1ccc(-c2cc(C(=O)Nc3cccnc3)no2)cc1OC	4%&6%	0%&0%	-12%&-9%	-3%&2%	-18&-1	22%&15%	-7%	2%&-10%	3%&0%
COc1ccc(NC(=O)CN2CCC(C(=O)c3ccc(C)cc3)CC2)c(OC)c1	-6%	-7%	-28%	-13%	0	13%	10%[59 µM]	-8%	-14%
CN(C)CC/C=C1\c2ccccc2Sc2cc(F)c(Cl)cc21	0%	3%	?	4%	-1	-18%	/	4%	/
CCOC(=O)C1CCN(C(=O)c2ccc(C)c(S(=O)(=O)N3CCCC3)c2)CC1	0%	-9%	-5%	8%	-6	30%	0%	3%	-25%
CCN(CC)S(=O)(=O)c1cccc(NC(=O)c2cc(-c3cccs3)nn2-c2ccccc2)c1	-3%	?	-16%	/	-3	26%	4%[59 µM]	-2%	-3%
O=S(=O)(c1ccccc1)C1(S(=O)(=O)c2ccccc2)CCCC1	1%	-4%	5%	0%	-12	26%	-8%[12.7 µM]	3%	0%
COCCn1c(C)cc(C(=O)CSc2n[nH]c(N)n2)c1C	33%	2%	-16%	1%	12	10%	?	-1%	-31%
Cc1cccc(C)c1NC(=O)CN1CCN(CC(=O)NCC2(N3CCCCC3)CCCCC2)CC1	0%	7%	-21%	1%	6	10%	11%[2.33 µM]	-2%	3%
Cc1ccc2cc(C(c3nnnn3Cc3ccccc3)N3CCN(c4ccccc4)CC3)c(=O)[nH]c2c1 (stereo unspecified)	-2%	25%	?	-6%	2	-7%	?	-9%	?

Pulled one by one from above, three records:
SMILES	GLS inh	Pin1 inhibitor	JMJD2A Tudor	ERG Ets-DNA blk	PI4K2A inh	HP1b binding inh	G9a inh	PGK inhibitor	BAZ2B block
CCOC(=O)C1CCN(C(=O)c2ccc(C)c(S(=O)(=O)N3CCCC3)c2)CC1	0%	-9%	-5%	8%	-6	30%	0%	3%	-25%
CN(C)CC/C=C1\c2ccccc2Sc2cc(F)c(Cl)cc21	0%	3%	?	4%	-1	-18%	/	4%	/
CCN(CC)S(=O)(=O)c1cccc(NC(=O)c2cc(-c3cccs3)nn2-c2ccccc2)c1	-3%	?	-16%	/	-3	26%	4%[59 µM]	-2%	-3%
